Bioassay records (PubChem BioAssay)
zVAD death inh: L929 zVAD cell death inhibition. L929 zVAD necroptosis rescue, ATP luminescence, 24 h; with zVAD 60 µM. viability rescue, % at 10 µM. 0.38% of 220,000 active. AID 1377;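 active means activation, scaled between plate controls, above about 75%, limit read from the data; inactive means activation under that limit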;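 further: 0% = zVAD with DMSO and 100% = DMSO alone without zVAD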
Hck-Nef inh: inhibitors of human Hck kinase activated by Nef | Recombinant Hck-YEEI plus Nef, Z-Lyte FRET kinase assay | AID 463187 | P08631 | 0.68% of 220,000 active | inhibition, % at 20 µM;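 active means Hck-Nef kinase inhibition above about 50%, limit read from the data; inactive means inhibition below that limit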;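 further: 0% = DMSO with Hck plus Nef and 100% = Hck alone without Nef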
Target sequence (P08631 whole entry, looked up): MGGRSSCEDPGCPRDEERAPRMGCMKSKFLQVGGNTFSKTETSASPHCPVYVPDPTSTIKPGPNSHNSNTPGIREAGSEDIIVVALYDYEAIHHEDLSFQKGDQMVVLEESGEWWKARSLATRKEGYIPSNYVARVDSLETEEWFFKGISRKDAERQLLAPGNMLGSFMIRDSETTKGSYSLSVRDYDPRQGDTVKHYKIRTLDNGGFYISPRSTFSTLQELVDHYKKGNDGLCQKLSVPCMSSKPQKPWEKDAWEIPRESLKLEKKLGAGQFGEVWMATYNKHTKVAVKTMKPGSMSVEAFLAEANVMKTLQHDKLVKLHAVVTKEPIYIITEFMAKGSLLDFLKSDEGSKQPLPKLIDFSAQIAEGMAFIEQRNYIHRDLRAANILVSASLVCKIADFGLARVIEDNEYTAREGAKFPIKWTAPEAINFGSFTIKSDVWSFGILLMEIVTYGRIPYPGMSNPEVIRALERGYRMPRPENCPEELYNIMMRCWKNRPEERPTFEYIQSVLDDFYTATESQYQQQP
Runt-SMMHC FRET: Runt domain-CBFb-SMMHC interaction inhibition; Q01196+Q13951; 0.74% of 220,000 active; Cerulean-Runt/Venus-CBFb-SMMHC FRET ratio 530/480, 1 h; inhibition, % at 20 µM;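 active means mean inhibition across duplicate retests at 20 µM reaching about 50%, limit read from the data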;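 further: 0% = DMSO wells and 100% = wells with excess untagged CBFb-SMMHC; inhibitors lower the FRET ratio by blocking Runt binding to CBFb-SMMHC; some results filed as inactive read as strong as hits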
14-3-3 Bad inh: disrupts binding of bovine 14-3-3 zeta to phospho-Bad peptide | AID 781 | TR-FRET 14-3-3zeta/Dy647-pBad peptide displacement, 1 h | 0.71% of 220,000 active | inhibition, % at 21.7 µM;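 active means inhibition above about 70%, limit read from the data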;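 further: 0% = full 14-3-3 plus peptide FRET controls and 100% = background without 14-3-3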
Target sequence (P63103 whole entry, looked up): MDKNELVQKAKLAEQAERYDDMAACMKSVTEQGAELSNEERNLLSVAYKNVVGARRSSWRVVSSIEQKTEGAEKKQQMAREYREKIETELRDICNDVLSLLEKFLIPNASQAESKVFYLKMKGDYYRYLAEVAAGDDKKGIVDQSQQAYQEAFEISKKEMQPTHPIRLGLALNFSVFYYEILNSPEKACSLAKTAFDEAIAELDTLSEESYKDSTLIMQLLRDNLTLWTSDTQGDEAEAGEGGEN
Runt-CBFb FRET: Runt domain-CBFb interaction inhibition. Q01196+Q13951. Cerulean-Runt/Venus-CBFb FRET ratio 530/480, 1 h. inhibition, % at 20 µM. 0.46% of 220,000 active. AID 1496;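 active means inhibition over about 50% at 20 µM in the single-dose screen, limit read from the data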;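 further: 0% = DMSO wells and 100% = excess unlabeled CBFb competitor control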
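test system = Cerulean-tagged RUNX1 Runt domain (FRET donor) fusion protein | reagent = Venus-CBFb binding partner, 100 nM | incubation = protein complex preformed 1 h, compound exposure 1 h, room temperature, dark | detection = FRET fluorescence | read-out basis = loss of energy transfer signal | controls = 5 µM unlabeled CBFb as full-inhibition high control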
Mdm2 ligase inh: inhibitors of human Mdm2 E3 ubiquitin ligase; signal enhancement, % at 5 µM; AID 1230; cell-based MDM2 ubiquitination luciferase reporter, 2 h; 0 = plate control, 100 = twice control, blank-subtracted; 0.11% of 210,000 active; Q00987;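 active means signal enhancement of 30% or more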;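 further: luminescence tracks abundance of the self-degrading MDM2-luciferase fusion protein; higher signal means inhibition of MDM2 E3 ligase activity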
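Assay system: stable mammalian line carrying autodegrading MDM2–luciferase fusion reporter; Input: 2000 cells in each well; Compound dosing: single-point 5 µM; Schedule: 2 h compound exposure at 37 °C; Signal: SteadyLite luciferase luminescence after 15 min room-temperature reagent incubation; Evaluation: % luminescence enhancement versus blank-corrected plate control mean; Benchmarks: plate controls and plate blanks.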
Tb hexokinase: T. brucei hexokinase 1 inhibition; recombinant TbHK1, G6PDH-coupled NADH A340; inhibition, % at 10 µM; 0.11% of 220,000 active; AID 1430;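 active means inhibition of 50% or more in the single-dose primary screen; inactive means inhibition below 50%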
p47phox inh: blocks human p47phox regulatory protein of NADPH oxidases; P14598; p47phox/p22phox peptide binding, fluorescence polarization, 2 h; inhibition, % at 24.7 µM; 0.53% of 220,000 active; AID 1274;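 active means inhibition above about 30%, limit read from the data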;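 further: 0% = p47phox with labelled peptide and 100% = labelled peptide alone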
EBV gp42 block: EBV gp42 inhibition; Q1HVG2; Fluorescence polarization binding assay, mP read-out; inhibition, % (tested at 21.74 µM); 0.42% of 220,000 active; in the data active means inhibition above about 50%
Target sequence (Q1HVG2 whole entry, looked up): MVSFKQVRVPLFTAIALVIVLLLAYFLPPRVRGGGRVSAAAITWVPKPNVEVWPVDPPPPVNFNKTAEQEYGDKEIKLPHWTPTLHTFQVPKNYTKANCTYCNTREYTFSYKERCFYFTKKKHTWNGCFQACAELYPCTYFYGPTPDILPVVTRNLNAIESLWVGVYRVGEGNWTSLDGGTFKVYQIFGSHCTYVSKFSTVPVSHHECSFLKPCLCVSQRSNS
Numbers without * were called inactive; . = not tested or not shown; [ ] = dose if it differs, or a comment.

SMILES	zVAD death inh	Hck-Nef inh	Runt-SMMHC FRET	14-3-3 Bad inh	Runt-CBFb FRET	Mdm2 ligase inh	Tb hexokinase	p47phox inh	EBV gp42 block
CC(=O)c1sc(-c2ccccc2)cc1N	-1.3	5.6	3.2	-10.3	3.5	-0.3	1.7	-16.9	-2.3
O=C(Nc1ccc(Cc2ccncc2)cc1)c1ccco1	1.0	0.2	0.9	-2.4	-2.3	-12.7	5.1	-8.8	-25.1
CCOC(=O)c1cnc(-n2cc(C)cn2)nc1NCc1ccc2c(c1)OCO2	-0.4	11.6	-2.7	24.8	-4.1	-21.2	-5.8	15.6	-6.1
CCOC(=O)c1cnn(-c2ncnc3sc(C)c(C)c23)c1N	1.9	1.3	3.2	14.3	-0.2	10.8	-4.2	-1.0	-6.3
C[C@@H](C(=O)N1CCN(C(=O)OC(C)(C)C)CC1)n1cc(CCCN=C(NC(=O)OC(C)(C)C)NC(=O)OC(C)(C)C)nn1	0.7	-1.2	-3.6	12.9	-2.6	.	-16.9	-2.0	-3.4
COc1cccc(NC(=O)C2CC2(c2cccc(OC)c2)c2cccc(OC)c2)c1 (stereo not given)	2.2	3.0	-0.9	-24.4	0.3	-5.7	2.0	-9.1	7.1
O=C(CN1C(=O)CSC1=O)NCc1ccccc1	0.6	-1.0	-3.5	-0.2[fluorescence artefact?]	-0.4	-0.9	0.5	-12.3	-10.8
C/C(=N/NC(=O)Cc1cc(=O)[nH][nH]1)c1ccc([N+](=O)[O-])cc1	0.9	-25.8	-1.1	5.8	1.7	-12.1	-9.1	-12.4	-18.2
CCOc1cc(C2NC(=O)NC(C)=C2C(=O)OCc2ccccc2)ccc1O (stereo not given)	0.4	3.8	4.2	-5.9	0.1	9.9	-1.1	1.7	-6.1
CC1(C)Cc2c(sc3nc[nH]c(=O)c23)CO1	6.4	-7.6	0.0	-16.2	-1.3	-7.4	-0.1	0.3	-7.8
CCCC(=O)NCCCc1nc2ccccc2[nH]1	1.1	-1.5	3.2	-1.1	0.5	-6.7	-0.7	-8.6	-8.4
CCn1c2ccccc2c2cc(/C=N/n3cnnc3)ccc21	0.8	7.6	-3.3	4.8[fluorescence artefact?]	-1.5	-3.1	-32.8	-20.2	-7.2
CCOC(=O)CSc1nnc(CNC(=O)c2ccc(OC)cc2)n1Cc1ccccc1	0.6	0.8	2.1	-4.0	0.0	12.4	-4.1	2.9	-3.1
C=CCS(=O)(=O)c1nc2ccccc2s1	-0.1	-2.2	-7.0	15.4	1.6	-14.4	1.4	-2.7	-13.6
Cc1cc(=O)[nH]c(/N=C(\N)Nc2ccc(Oc3ccccc3)cc2)n1	0.1	51.6*	-0.2	-1.8	-0.5	.	-12.6	-5.5	-8.1
Cc1ccc(CSc2nnc(C(F)(F)F)n2Cc2ccc(F)cc2)cc1	-0.2	-0.5	-1.0	-11.8[fluorescence artefact?]	-5.4	-12.6	2.9	4.1	5.1
Nc1ncn(CC(=O)c2ccccc2)n1	0.0	-10.3	-1.9	-6.2	0.1	-11.6	-5.2	-1.6	12.6
N#Cc1cc2ccc(N3CCOCC3)cc2cc1C#N	2.5	-0.9	-10.0	.	3.0	-19.5	-9.3	.	.
CC(C)(O)C#Cc1ccc(CN2CCN(CCc3ccccc3)C(CCO)C2)s1 (stereo not given)	-0.3	13.6	0.4	2.6	2.2	-7.8	5.9	3.1	-4.8
CN(C1CCCC1)C1CCN(C(=O)CNC(=O)/C=C/c2ccc(F)cc2)CC1	4.9	0.7	-8.9	-18.9	1.0	-7.4	7.8	2.7	-15.3
O=C(NCCOc1nc(N2CCOCC2)nc(N2CCOCC2)n1)Nc1ccc(Cl)cc1	0.0	32.9	-3.8	7.8	-1.5	-5.1	-10.3	-5.3	2.5
Cn1c(N)c(C(=O)COC(=O)CNS(=O)(=O)c2ccc(Cl)c(Cl)c2)c(=O)n(C)c1=O	0.5	-47.5	6.8	1.7[fluorescence artefact?]	-1.6	-0.7	3.7	-5.8	-18.5
N=C1CCCN1c1ccccc1O	1.0	8.6	-4.2	-0.6	1.8	-10.8	-9.7	0.1	-17.0
COc1ccc(C(=O)Nc2ccc3c(c2)OCCO3)cc1	-0.1	0.9	3.8	-5.2	-0.9	-43.3	1.6	-2.0	-11.1
CCc1c(C)c2nncn2[nH]c1=O	-0.4	-0.6	0.1	1.8	-0.2	-18.1	9.4	-5.2	-6.7
COc1ccc(-c2cn[nH]c2-c2ccc(OCc3ccc([N+](=O)[O-])cc3)cc2O)cc1OC	0.4	12.9	1.2	0.1	1.0	.	-8.8	5.3	-9.2
Cc1cc(C)nc(SCC(=O)c2ccc([N+](=O)[O-])cc2)n1	0.6	0.3	3.6	5.4	16.4	-11.9	5.2	-5.3	-5.6
CCOc1ccc(NC(=S)N2CCC(N(C)CCN3CCOCC3)CC2)cc1	1.0	1.9	-2.8	-16.4	1.4	-24.5	25.5	-7.1	-14.0
Cc1ccc(C2NC(=O)CCC2[N+](=O)[O-])cc1 (stereo not given)	3.6	24.1	0.8	-12.8	0.3	0.2	1.2	11.7	-0.8
COc1ccccc1C1CC(=O)NC(C)=C1C(=O)OCC(C)C (stereo not given)	-0.2	0.7	0.9	7.1[fluorescence artefact?]	-1.7	-19.2	3.9	-8.0	-2.1
Cc1c(CN(C)C)c2c(n1C)C(=O)c1ccc(Br)cc1-2	8.4	2.8	0.8	21.1[fluorescence artefact?]	1.6	-11.1	-4.0	2.9	-3.6
COc1ccc(-c2ccc(N(C)C)cc2)cc1[C@H]1[C@H]2C=CC[C@@H](C)[C@@H]2C(=O)N1Cc1ccccc1	1.4	20.0	-0.2	-0.3	0.2	10.3	-20.4	-22.8	-10.3
CCOC(=O)Cc1csc(NC(=O)CSc2nnc(Cc3csc(N)n3)n2C)n1	-0.2	-0.2	-5.6	-0.4[fluorescence artefact?]	12.2	17.1	-0.3	-6.6	-18.7
CC(C)CN=Cc1c(O)c([N+](=O)[O-])cc2oc3c(c12)CCCC3	0.9	7.4	-20.1	5.4	6.9	-31.5	-9.1	-86.5	-12.5
O=C(CCn1[nH]c(=O)c2ccccc2c1=O)NCCO	-0.2	-0.3	1.2	35.8	-0.4	-16.7	-8.3	-16.0	-11.7
CC1=C(C(=O)OCC(C)C)C(c2ccc(Br)s2)NC(=O)N1 (stereo not given)	1.0	-88.4	0.5	-4.3	-0.5	12.6	-3.5	8.9	-8.0
CC1(C)CC(=O)C(N=Nc2ccc(OC(F)F)cc2)=C(O)C1	0.3	13.4	-0.8	3.6	-3.1	-0.7	-17.2	4.4	-0.8
CCOC(=O)N1CCC(n2c(SCC(=O)NCc3ccco3)nc3ccsc3c2=O)CC1	-0.5	0.8	1.4	7.2	1.2	-1.2	-12.5	-14.4	-22.1
COc1cccc(-c2ccc(C#N)c(SCC(=O)NCCc3ccccc3)n2)c1	0.0	3.5	-3.2	-7.5	-2.5	-16.5	-15.4	-11.8	-25.4
Cc1occc(=O)c1OC(=O)Nc1ccc(Cl)c(Cl)c1	.	1.0	0.9	-9.0	-2.9	-87.1	-0.3	-11.4	-117.5
COc1ccc(C(=O)N/C(=C/c2cccnc2)C(=O)NCc2ccco2)cc1OC	-0.2	20.0	1.8	-3.6	-1.1	0.8	-6.6	0.1	-6.3
CCOc1cc(S(=O)(=O)NCc2ccncc2)ccc1Cl	-0.5	1.3	3.5	-6.9	2.4	-29.2	2.8	-17.4	-2.7
c1ccc(OCc2noc(CN3CCC(C4CCCCC4)C3)n2)cc1 (stereo not given)	3.5	18.5	-0.5	-14.2	-0.7	-10.7	-3.0	-14.8	-8.3
CCN(CC)CCCOc1nc(C)nc2c1oc1ccccc12	-0.9	0.7	5.1	77.2*	-1.7	-18.1	-0.7	-4.6	-22.9
CCCCN1C(=O)NC(NC(C)=O)(C(F)(F)F)C1=O (stereo not given)	0.0	0.5	-0.1	8.1	-0.9	-12.8	-1.7	-12.1	-20.0
O=C1CCC2S/C(=C/Nc3ccc(C(F)(F)F)cc3)C(=O)N12 (stereo not given)	-0.1	16.3	1.5	-2.8	7.5	-6.4	-19.2	-10.0	-12.5
COCCNC(=O)COC(=O)CSCc1nc2ccccc2s1	1.1	0.0	0.3	0.1	-2.8	-19.5	-8.8	-3.4	-4.2
O=C(c1cc(-c2ccncc2)nc2ccccc12)N1CCN(c2ccccn2)CC1	2.3	1.5	3.1	-5.0	-0.6	-7.0	-10.5	-10.9	-2.4
CCOc1cc(/C=C2\N=C(SC)SC2=O)cc([N+](=O)[O-])c1OC(C)=O	0.1	13.4	-0.2	8.3	2.6	-9.9	-8.1	1.1	-4.3
CNS(=O)(=O)c1cc(OC)ccc1OC	0.8	7.2	0.9	-0.2	0.7	-13.1	3.9	-7.6	-6.2
O=C(N/N=C\c1ccc(F)cc1)c1ccc(Cn2cc(Br)c([N+](=O)[O-])n2)o1	0.5	62.2*	2.7	17.9[fluorescence artefact?]	-0.5	3.8	-9.9	-5.1	-12.6
N#C/C(=C\c1ccc2c(c1)OCO2)C(=O)NCc1ccco1	1.8	22.6	-7.5	-7.2	-0.7	-12.3	-9.7	5.5	-3.0
O=C(NCc1ccccc1)C1CCN(S(=O)(=O)N2CCOCC2)CC1	0.1	0.7	-2.3	-1.7	4.5	-7.6	-3.9	4.4	-0.5
Cc1occc1C(=O)NNC(=S)Nc1ccccc1C(F)(F)F	2.2	0.9	2.4	1.4	1.8	-14.8	2.7	-9.1	-14.8
COc1ccc(C2C3=C(CC(C)(C)CC3=O)Nc3c2c(=O)[nH]c(=O)n3Cc2ccccc2)cc1 (stereo not given)	-0.1	1.0	40.3	10.3	101.7*	-2.2	3.5	-18.0	-1.7
COC(=O)C(/C=N/OCc1ccc([N+](=O)[O-])cc1)NC(=O)c1ccccc1 (stereo not given)	0.2	5.9	2.3	4.4	0.9	-12.8	-3.6	-4.8	1.1
CC(C)CNS(=O)(=O)c1ccc(CCC(=O)N2CCN(c3ccc(F)cc3)CC2)cc1	-0.7	-9.3	2.2	-7.2	0.1	-27.7	-3.4	-14.3	-12.5
O=C1NCCCN1Cc1ccc(F)cc1Cl	0.2	0.8	-3.3	-14.9[fluorescence artefact?]	.	-26.4	-2.9	-2.4	-19.9
COc1ccc(-c2cnnc(N/N=C/c3ccc(-c4ccc([N+](=O)[O-])cc4)o3)n2)cc1	1.7	84.1*	9.5	93.9*	34.3	-17.5	-31.2	59.6*	24.3
